# From PubChem
# GSK3B inh – inhibitors of human GSK3beta kinase | P49841 | GST-GSK3beta kinase, ADP-Glo luminescence, 60 min; active compounds read low | activity score (negative = inhibition), % at 10 µM | 300,000 compounds, 0.038% hits;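 active means more than half of replicate wells score below -50%, meaning over 50% inhibition versus plate controls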;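 further: 0% = median DMSO wells and -100% = median GW8510 positive control wells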
# Target sequence (P49841 whole entry, looked up): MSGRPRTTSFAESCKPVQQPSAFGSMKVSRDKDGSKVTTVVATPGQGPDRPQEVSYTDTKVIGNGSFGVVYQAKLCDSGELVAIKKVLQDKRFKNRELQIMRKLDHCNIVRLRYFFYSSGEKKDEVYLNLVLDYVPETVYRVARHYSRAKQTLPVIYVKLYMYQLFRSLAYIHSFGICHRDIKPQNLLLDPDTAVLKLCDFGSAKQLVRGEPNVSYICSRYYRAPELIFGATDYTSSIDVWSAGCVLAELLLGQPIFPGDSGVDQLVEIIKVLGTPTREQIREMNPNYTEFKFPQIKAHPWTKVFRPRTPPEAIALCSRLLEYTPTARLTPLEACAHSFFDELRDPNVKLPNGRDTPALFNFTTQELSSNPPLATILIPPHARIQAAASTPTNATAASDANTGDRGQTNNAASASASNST
#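 test system = GST-tagged human GSK3beta kinase, cell-free | reagent = 25 µM ATP with peptide substrate | dosing = one dose of 10 µM per compound | schedule = 60 min reaction, RT | detection = luminescent ADP-Glo measurement of ADP formed | control set = DMSO neutral wells and GW8510 at 20 µM as positive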
# Platelet DG rel – modulates dense granule release in human platelets; human platelet-rich plasma, SFLLRN dense granule ATP release, luminescence; inhibition, %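 (compounds screened at 7.5 µM in platelet-rich plasma)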; 300,000 compounds, 0.22% hits;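 active means mean replicate score, as percent of positive control, at or above 50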
# HSF1 inhib – HSF1 inhibition; NIH3T3-HGL HSE-luciferase, MG132-induced, luminescence 8 h; active compounds read low; AID 2098; activity change, negative = inhibition, % at 7.5 µM (by protocol); 300,000 compounds, 0.77% hits;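 active means more than half of replicate wells show activity change below -50%, luminescence cut by over half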;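 further: luciferase reports HSF-1 transcriptional activity via heat shock element; 0% = median of DMSO wells and -100% = zero luminescence signal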
# GSK3 alpha inh – human GSK-3 alpha kinase inhibition; 320,000 compounds, 0.1% hits; AID 2650; ADP-Glo luminescence, 60 min; inhibition, % at 10 µM; P49840;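 in the data active means inhibition above about 50%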;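 further: GST-tagged GSK-3 alpha with peptide substrate and 25 µM ATP; 0% = DMSO neutral wells and 100% = GW8510 positive control wells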
# Target sequence (P49840 whole entry, looked up): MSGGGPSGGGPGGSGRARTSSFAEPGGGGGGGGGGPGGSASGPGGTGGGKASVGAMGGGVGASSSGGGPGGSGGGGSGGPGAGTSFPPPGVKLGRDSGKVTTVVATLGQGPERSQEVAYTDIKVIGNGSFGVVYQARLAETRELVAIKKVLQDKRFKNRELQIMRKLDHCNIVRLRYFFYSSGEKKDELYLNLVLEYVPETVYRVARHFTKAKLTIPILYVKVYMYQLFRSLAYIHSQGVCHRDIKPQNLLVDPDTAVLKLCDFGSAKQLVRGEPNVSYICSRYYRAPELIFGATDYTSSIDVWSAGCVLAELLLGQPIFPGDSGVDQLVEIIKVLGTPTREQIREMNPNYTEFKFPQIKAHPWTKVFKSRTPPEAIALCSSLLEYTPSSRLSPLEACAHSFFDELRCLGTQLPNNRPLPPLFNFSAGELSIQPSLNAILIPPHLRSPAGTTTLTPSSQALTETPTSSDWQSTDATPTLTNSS
# HSP90 refold inh – blocks HSP90-mediated luciferase refolding in reticulocyte lysate; Rabbit reticulocyte lysate, luciferase refolding luminescence, 3 h; inhibition, % at 5.6 µM; 290,000 compounds, 0.91% hits; AID 1789;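 active means inhibition above the screen-wide mean plus 3 SD, computed separately per campaign, cut at about 16% in these data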;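 further: 0% = DMSO wells and 100% = 60 µM geldanamycin wells; inhibitors lower the luminescence because luciferase stays unfolded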
# aSyn UTR inh – 5' untranslated region of α-synuclein, MLPCN primary screen | alpha-synuclein 5'UTR reporter, inhibitor activity | inhibition, % (tested at 7.5 µM) | 300,000 compounds, 0.82% hits | AID 1813; in the data active means inhibition above about 60%;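 further: H4 neuroglioblastoma cells stably carrying SNCA 5'UTR luciferase fusion; 0% = DMSO wells and 100% = positive control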
# KLF5 inhibitor – inhibitors of KLF5 expression. 290,000 compounds, 0.23% hits. AID 1700. DLD-1 KLF5 promoter-luciferase reporter, luminescence. inhibition, % at 5 µM;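 active means inhibition above a per-plate limit of that plate's mean compound inhibition plus 3 SD, cut at about 60% in these data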;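 further: 0% = DMSO wells and 100% = LY294002 at 200 µM; higher means less KLF5 promoter-driven luciferase light; inactives centre near -14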
# IEC-6 tox – counter-screen for KLF5 inhibitors: cytotoxicity in IEC-6 cells; IEC-6 cytotoxicity, luminescence viability; inhibition, % at 5 µM; 290,000 compounds, 0.78% hits; AID 1825; in the data active means inhibition above about 22%;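 further: 0% = plate median of test compound wells and 100% = cytotoxic reference compound wells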
# HSF1 activator – increases HSF-1 driven luciferase reporter signal | NIH3T3-HGL HSF-1 luciferase reporter, MG132, 8 h; 100% = twice DMSO control signal | activation, % at 9 µM | 300,000 compounds, 1.7% hits | AID 504408;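 active means mean replicate activation of at least 50% with a set share of replicates each reaching 50%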;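 further: 0% = median of the neutral control wells and 100% = twice that signal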
# DYRK1A inh – Dyrk1A (rat) kinase inhibition; Q63470; ADP-Glo luminescence, NFATc1 peptide; inhibition, % at 12.5 µM; 310,000 compounds, 0.43% hits; in the data active means inhibition above about 50%;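 further: plate controls were vehicle with enzyme for no effect and no enzyme for full effect; many of its hits are not listed in these tables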
# Starred values were filed as active, the others as inactive; x = not tested or not shown.
SMILES,GSK3B inh,Platelet DG rel,HSF1 inhib,GSK3 alpha inh,HSP90 refold inh,aSyn UTR inh,KLF5 inhibitor,IEC-6 tox,HSF1 activator,DYRK1A inh
COc1ccc(C(=O)OCC(=O)c2ccc(C3CCCCC3)cc2)cc1,-1,-6,-1,1,-3,-44,2,0,5,-4
CCC1CCCCN1S(=O)(=O)c1ccc(C(=O)Nc2nnc(-c3cccs3)o2)cc1 (stereo not drawn),x,x,x,-1,1,x,-8,-1,x,x
COc1cc(NC(=O)CSc2nccc(C)n2)c(C)cc1[N+](=O)[O-],0,-4,3,2,2,-32,12,1,15,1
Cc1ccc(Cn2ncn(-c3ccccc3)c2=O)cc1,1,0,20,-2,0,-74,-21,-9,11,-2
CCC(C)(C)NC(=O)C(C(C)C)N(CC1CCCO1)C(=O)CNS(=O)(=O)c1ccccc1 (stereo not drawn),2,-1,6,4,3,-8,-31,5,16,-6
CCOc1ccc(/C=C2\SC(=S)N(CC(=O)NCCCN3CCOCC3)C2=O)cc1,2,0,9,-35,-6,3,-36,-5,12,3
N=c1sccn1CC(=O)Nc1cccc(S(=O)(=O)N2CCCCCC2)c1,-1,-1,1,-1,1,2,-2,9,4,2
CC(Sc1nc2ccccc2n1C)C(=O)NC(c1ccccc1)c1ccccc1 (stereo not drawn),-4,-4,8,-2,3,1,-6,0,13,-4
Cc1ccc(S(=O)(=O)NCC(=O)OCC(=O)c2cc(C)n(-c3ccccc3)c2C)cc1,4,-3,-11,x,-3,-13,-33,-8,-37,5
CCC(C)n1c(SCc2ccccc2)nc2ccsc2c1=O (stereo not drawn),1,7,5,-3,3,-6,-8,1,40,0
COC(=O)Nc1nn(-c2ccc(Cl)cc2)c(=O)c(C#N)c1C,4,-1,-7,0,1,-12,-25,4,-13,11
CCOC(=O)C=C(C(=O)OCC)C(=O)OCC,x,x,x,x,-1,x,-27,-2,x,-1
Cc1cc(C(C)(C)C)oc1C(=O)Nc1ccc(CC(=O)O)cc1,4,-27,-9,x,5,27,-17,-3,-1,-1
COc1ccc(OCC(=O)Nc2cc(OC)cc(OC)c2)cc1,1,-4,-3,0,3,4,5,-3,-8,-6
CCOC(=O)C1CCCN(C(=O)C(C)Oc2ccc(Cl)cc2Cl)C1 (stereo not drawn),x,1,0,-2,3,18,-23,-2,25,0
COc1cc2cc(C(=O)N3CCOCC3)cc(-c3ccc(C)cc3)c2cc1OC,0,-3,-3,-3,50*,14,4,12,10,7
COc1cc(/C=N/n2nnnc2N)cc(Cl)c1OC,3,-5,-5,-2,x,16,x,x,-6,9
CCOC(=O)N1CCN(CCC(=O)Nc2ccccc2OC)CC1,1,2,0,1,1,1,-23,2,-7,3
CCN1C(=O)CC(N2CCC(c3nc4ccccc4[nH]3)CC2)C1=O (stereo not drawn),-6,1,-2,-2,23*,-6,-14,2,1,8
COc1ccc(NC2CCCN(C(=O)CCN3Cc4ccccc4C3=O)C2)cc1 (stereo not drawn),2,1,0,0,-6,-15,-16,-7,1,0
CN(Cc1cnn(-c2ccccc2)c1)C(=O)C1CCC(=O)N(C2CC2)C1 (stereo not drawn),1,-4,-3,-1,2,14,-38,-1,27,-4
Cc1ccc(C)c2c1sc(=NC(=O)CN1C(=O)CCC1=O)n2C,2,3,-7,-1,-4,6,3,-6,-22,1
Cc1ccc(N=Cc2cc(Cl)cc(Cl)c2O)nc1,0,-4,-10,1,0,-3,-12,-1,-6,3
COc1ccc(C(=O)NC(NC(=S)Nc2ccc(S(N)(=O)=O)cc2)C(Cl)(Cl)Cl)cc1 (stereo not drawn),-1,-4,1,-1,1,-8,-23,-5,4,-3
CCOC(=O)C(Sc1ncc(C#N)c(N)n1)C(C)C (stereo not drawn),-1,-48,-14,5,5,33,-3,1,10,15

# Random excerpt: 7 entries already listed.
SMILES,GSK3B inh,Platelet DG rel,HSF1 inhib,GSK3 alpha inh,HSP90 refold inh,aSyn UTR inh,KLF5 inhibitor,IEC-6 tox,HSF1 activator,DYRK1A inh
CCOC(=O)C=C(C(=O)OCC)C(=O)OCC,x,x,x,x,-1,x,-27,-2,x,-1
CCC(C)n1c(SCc2ccccc2)nc2ccsc2c1=O (stereo not drawn),1,7,5,-3,3,-6,-8,1,40,0
CCOC(=O)C1CCCN(C(=O)C(C)Oc2ccc(Cl)cc2Cl)C1 (stereo not drawn),x,1,0,-2,3,18,-23,-2,25,0
CCOc1ccc(/C=C2\SC(=S)N(CC(=O)NCCCN3CCOCC3)C2=O)cc1,2,0,9,-35,-6,3,-36,-5,12,3
COC(=O)Nc1nn(-c2ccc(Cl)cc2)c(=O)c(C#N)c1C,4,-1,-7,0,1,-12,-25,4,-13,11
Cc1ccc(Cn2ncn(-c3ccccc3)c2=O)cc1,1,0,20,-2,0,-74,-21,-9,11,-2
COc1ccc(C(=O)OCC(=O)c2ccc(C3CCCCC3)cc2)cc1,-1,-6,-1,1,-3,-44,2,0,5,-4

# Later entries.
SMILES,GSK3B inh,Platelet DG rel,HSF1 inhib,GSK3 alpha inh,HSP90 refold inh,aSyn UTR inh,KLF5 inhibitor,IEC-6 tox,HSF1 activator,DYRK1A inh
CS(=O)(=O)Nc1cccc(C2=NN(S(C)(=O)=O)C(c3ccccc3)C2)c1 (stereo not drawn),2,-6,0,-4,1,-33,-20,0,11,3
CC(C)(C)c1nc2ccc(NS(=O)(=O)c3ccc(F)c(F)c3F)cc2[nH]1,-1,1,8,0,-1,-6,2,1,-15,-5
O=C1CC(c2ccccc2)Sc2ccccc2N1 (stereo not drawn),-4,-1,7,4,-4,-24,-22,4,5,-5
COCCNC(=S)NCCCNc1nc2cc3c(cc2cc1C#N)OCO3,-4,-1,5,2,-5,1,-16,0,7,2
O=C1c2ccccc2NC(c2ccccc2)N1/N=C/c1ccccc1 (stereo not drawn),2,2,27,-1,2,-18,-58,7,43,-3
COC(=O)c1cc(OC)c(OC)cc1NC(=S)N1CCOCC1,1,10,-3,x,3,0,-9,1,13,1
Cc1ccc(NC(=S)N(Cc2ccc(Cl)cc2)Cc2ccc(C(=O)O)cc2)cc1Cl,0,-11,52,1,-2,-15,-24,-5,74*,1
COc1cc(CC(=O)OCn2nnc3ccccc3c2=O)cc(OC)c1OC,1,-6,-5,-2,5,0,15,6,-12,-3
O=C(O)c1ccc(-c2ccc(-c3ccccc3)cc2)s1,0,3,-51*,0,94*,64*,90*,10,-51,1
O=C(CCn1c(=S)[nH]c2cc3c(cc2c1=O)OCO3)NCc1ccc(Cl)cc1,0,-8,-4,-2,-6,19,-23,-6,-7,3
COc1ccc(CCCC(=O)NCCc2ccccc2)c(C)c1,0,-2,6,-4,-3,9,-19,3,26,-5
CCSc1nc2c(cnn2-c2ccc(C)c(C)c2)c(=O)[nH]1,2,-4,-1,-2,0,28,9,4,-3,0
Cc1cc(C)cc(OCC(=O)OCC(=O)NCCC2=CCCCC2)c1,2,10,1,0,-4,21,-14,-1,-11,-1
CCCCCCOC(=O)Cc1c(C)nc(N)[nH]c1=O,2,1,-1,-3,-5,1,-11,-2,-9,3
COc1ccc2nc(N/C(N)=N/C(=S)Nc3c(C)cccc3C)nc(C)c2c1,3,0,11,-3,-2,33,-8,0,26,2
COCCN1C(=O)C(=O)/C(=C(/O)c2cccc(OC)c2)C1c1ccco1 (stereo not drawn),-2,x,4,-3,-3,-12,-39,-8,6,-1
CN(CC1CCOCC1)C(=O)CC1C(=O)NCCN1Cc1ccc(Cl)c(F)c1 (stereo not drawn),9,1,2,x,9,1,-21,1,-5,-1
CC12CCC(C(=O)NCCc3ccccc3)(OC1=O)C2(C)C (stereo not drawn),2,-1,3,x,1,17,-23,4,4,2
Cc1cccn2cc(CCNS(=O)(=O)c3ccc4c(c3)OCCO4)nc12,0,-11,-5,-1,-1,-6,-24,-8,3,2
COCCOC(=O)c1sc(=S)n(CCOC)c1N,3,3,5,0,-1,-10,7,0,12,14
COC(=O)C1SCC2C(=O)N(Cc3ccc(Cl)cc3)CC(=O)N21 (stereo not drawn),0,-4,0,1,5,10,15,13,-3,-4
CN(C)/C=N/c1nc(-c2ccc3ccccc3c2)cs1,-2,5,37,-4,1,-145,-98,2,46,-4
O=C(c1ccc2c(=O)n(Cc3ccccc3Cl)c(=S)[nH]c2c1)N1CCOCC1,-2,-15,9,-1,1,26,-17,-8,18,2
Cc1ccc(C(=O)c2cc([N+](=O)[O-])ccc2N2CC(C)OC(C)C2)cc1 (stereo not drawn),0,10,-6,-1,2,-39,-6,-2,36,2
CCN(CC)S(=O)(=O)c1ccc(NC(=O)c2nc3nc(C)cc(C)n3n2)cc1,-1,3,-6,-3,0,-7,0,-3,-6,x

# By substructure, those above containing a tert-butyl group
SMILES,GSK3B inh,Platelet DG rel,HSF1 inhib,GSK3 alpha inh,HSP90 refold inh,aSyn UTR inh,KLF5 inhibitor,IEC-6 tox,HSF1 activator,DYRK1A inh
Cc1cc(C(C)(C)C)oc1C(=O)Nc1ccc(CC(=O)O)cc1,4,-27,-9,x,5,27,-17,-3,-1,-1
CC(C)(C)c1nc2ccc(NS(=O)(=O)c3ccc(F)c(F)c3F)cc2[nH]1,-1,1,8,0,-1,-6,2,1,-15,-5

# 2 of the compounds above, bar-delimited.
molecule | GSK3B inh | Platelet DG rel | HSF1 inhib | GSK3 alpha inh | HSP90 refold inh | aSyn UTR inh | KLF5 inhibitor | IEC-6 tox | HSF1 activator | DYRK1A inh
COc1cc(CC(=O)OCn2nnc3ccccc3c2=O)cc(OC)c1OC | 1 | -6 | -5 | -2 | 5 | 0 | 15 | 6 | -12 | -3
CCN(CC)S(=O)(=O)c1ccc(NC(=O)c2nc3nc(C)cc(C)n3n2)cc1 | -1 | 3 | -6 | -3 | 0 | -7 | 0 | -3 | -6 | x

# Further entries.
SMILES,GSK3B inh,Platelet DG rel,HSF1 inhib,GSK3 alpha inh,HSP90 refold inh,aSyn UTR inh,KLF5 inhibitor,IEC-6 tox,HSF1 activator,DYRK1A inh
O=C(Nc1cc(Sc2ccccn2)cc([N+](=O)[O-])c1)c1cccc(F)c1,-3,-2,-1,-2,-2,27,-6,6,17,-4
CCOc1ccc2[nH]c(=O)c(CN(CC3COCCO3)C(=O)c3ccc(C)cc3)cc2c1 (stereo not drawn),4,0,-6,-6,-4,-10,-17,4,-8,-6
Cc1nnc(NC(=O)CSc2nnc(C)c(=O)n2N)s1,-1,-3,-2,2,2,-16,-10,-6,10,-1
C=CCOC(=O)C1=C(C)OC(N)=C(C#N)C1c1ccc2c(c1)OCO2 (stereo not drawn),1,-6,1,-1,2,-15,-12,0,14,11
O=C(CSc1cccc2cccc(Cl)c12)NCc1cccs1,0,-7,9,-3,1,-4,-17,2,9,7
CCN(CC)S(=O)(=O)c1ccc(-c2nnc(SCC(=O)N3CCc4ccccc43)o2)cc1,0,-1,-9,-3,x,25,x,x,2,41
O=C(CN(CC1CCCO1)C(=O)CCC(=O)Nc1nccs1)NCc1ccc2c(c1)OCO2 (stereo not drawn),1,2,2,3,-3,-24,1,1,3,4
COc1ccccc1OCCNC(=O)c1ccc(C)o1,7,-1,6,0,x,-33,x,x,1,-9

# These rows are one share of the data, so the mix of outcomes need not match the whole.
